# AI-2 QS mod: Vibrio harveyi AI-2 quorum sensing modulators, primary screen, JMH597 strain, luminescence/OD600 ratio | AID 2094, 2009 | activity change, % at 7.5 µM | Vibrio harveyi JMH597 AI-2 luminescence/OD600 ratio, 9 h; stronger effect = lower value; strain lacks LuxN and CqsS sensors; 0 = neutral-control median | hit rate 0.4% among 300,000; in the data active = activity change below about -75%, passing the limit was not always enough; inconclusive = no clear call, values can overlap the other calls;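 note: luminescence divided by OD600 gain over 9 h not by final OD600 alone; inactives centre near 13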
# HSF1 inhib: HSF1 inhibitors in luciferase reporter cells, primary screen, cell-based, NIH3T3, luminescence. activity change, negative = inhibition, % at 7.5 µM (by protocol). NIH3T3-HGL HSE-luciferase, MG132-induced, luminescence 8 h; stronger effect = lower value. hit rate 0.77% among 300,000;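 active = more than half of replicate wells show activity change below -50%, luminescence cut by over half; inconclusive = some wells, but at most half, below -50%; inactive = no replicate well below -50%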;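 note: luciferase reports HSF-1 transcriptional activity via heat shock element; 0% = median of DMSO wells and -100% = zero luminescence signal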
# Dyrk1A ADPGlo: rat Dyrk1A kinase inhibitors, primary screen, biochemical, single point, plate reader. Dual specificity tyrosine-phosphorylation-regulated kinase 1A (Rattus norvegicus), Q63470. ADP-Glo luminescence, NFATc1 peptide. inhibition, % at 12.5 µM. hit rate 0.43% among 310,000. AID 504441, 2011; in the data active = inhibition above about 50%;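 note: plate controls were vehicle with enzyme for no effect and no enzyme for full effect; many of its hits are not listed in these tables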
# HSF1 activator: HSF-1 activators, primary screen, NIH3T3-HGL cells, MG132 stress, luminescence, single point; NIH3T3-HGL HSF-1 luciferase reporter, 8 h; 100% = twice DMSO control signal; activation, % at 9 µM; hit rate 1.7% among 300,000; AID 504408, 2011;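 active = mean replicate activation of at least 50% with a set share of replicates each reaching 50%; inconclusive = only one of those two conditions met; inactive = mean below 50% and too few replicates reaching it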;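 note: 0% = median of the neutral control wells and 100% = twice that signal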
# HDAC3 inhib: HDAC3 deacetylase inhibitors, primary screen, biochemical, fluorescence, cell-free homogeneous; Histone deacetylase 3 (Homo sapiens), O15379; recombinant HDAC3, fluorogenic peptide/trypsin coupled; inhibition, % at 8.3 µM; hit rate 0.15% among 320,000; in the data active = inhibition above about 26%, passing the limit was not always enough; inconclusive = no clear call, values can overlap the other calls
# Target sequence (O15379 whole entry, looked up): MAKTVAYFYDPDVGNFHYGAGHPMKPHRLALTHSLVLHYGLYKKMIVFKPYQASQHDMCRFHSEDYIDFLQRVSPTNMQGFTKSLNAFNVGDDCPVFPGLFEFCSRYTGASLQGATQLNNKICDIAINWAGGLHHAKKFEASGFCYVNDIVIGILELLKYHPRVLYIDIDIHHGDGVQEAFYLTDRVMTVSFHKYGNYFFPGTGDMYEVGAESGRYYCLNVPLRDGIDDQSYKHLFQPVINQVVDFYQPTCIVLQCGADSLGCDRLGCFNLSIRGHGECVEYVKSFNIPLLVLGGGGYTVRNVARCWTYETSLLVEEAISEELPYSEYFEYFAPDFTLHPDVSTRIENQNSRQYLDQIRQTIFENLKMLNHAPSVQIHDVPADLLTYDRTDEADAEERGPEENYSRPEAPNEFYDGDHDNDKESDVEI
# PolyA inh: polyadenylation inhibitors in yeast reporter cells, primary screen, luminescence, S. cerevisiae. S. cerevisiae SKY197-pL101 polyadenylation reporter, beta-gal luminescence; efflux-impaired pdr1/pdr3 knockout yeast; score 100 = 6 SD above DMSO. calls only at 12 µM. hit rate 0.02% among 300,000;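 active = lowest replicate activity score at least 50, where 100 means six control SD above control mean; inconclusive = lowest score under 50 but half or more replicates reach 50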;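 note: yeast exposed to compound for 9 h at 30 °C; higher score means more reporter readthrough which indicates perturbed polyadenylation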
# GSK3 alpha inh: blockers of GSK3A enzyme activity – biochemical, luminescence, cell-free homogeneous, HTS, primary screen; hit rate 0.1% among 320,000; Glycogen synthase kinase-3 alpha (Homo sapiens), P49840; GSK-3 alpha kinase, ADP-Glo luminescence, 60 min; inhibition, % at 10 µM;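 in the data active = inhibition above about 50%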;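 note: GST-tagged GSK-3 alpha with peptide substrate and 25 µM ATP; 0% = DMSO neutral wells and 100% = GW8510 positive control wells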
# Target sequence (P49840 whole entry, looked up): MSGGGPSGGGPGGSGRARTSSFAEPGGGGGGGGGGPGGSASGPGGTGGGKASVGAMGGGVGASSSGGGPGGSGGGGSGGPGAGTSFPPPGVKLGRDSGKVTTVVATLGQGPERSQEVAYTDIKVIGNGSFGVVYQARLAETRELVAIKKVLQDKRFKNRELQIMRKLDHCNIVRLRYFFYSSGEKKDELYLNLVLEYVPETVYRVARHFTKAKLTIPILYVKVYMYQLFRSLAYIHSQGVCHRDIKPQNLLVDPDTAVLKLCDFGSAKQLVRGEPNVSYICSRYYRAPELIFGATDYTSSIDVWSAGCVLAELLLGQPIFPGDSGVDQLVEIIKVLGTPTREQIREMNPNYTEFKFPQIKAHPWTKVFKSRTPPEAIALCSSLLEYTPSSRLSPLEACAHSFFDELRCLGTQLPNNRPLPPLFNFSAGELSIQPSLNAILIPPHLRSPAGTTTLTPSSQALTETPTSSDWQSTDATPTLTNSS
# HSP90 refold inh: HSP90 inhibitors, primary screen, cell lysate, luminescence | Heat shock protein HSP 90 (rabbit reticulocyte lysate; luciferase refolding) | Rabbit reticulocyte lysate, luciferase refolding luminescence, 3 h | inhibition, % at 5.6 µM | hit rate 0.91% among 290,000 | AID 1789, 2009;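 active = inhibition above the screen-wide mean plus 3 SD, computed separately per campaign, cut at about 16% in these data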;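 note: 0% = DMSO wells and 100% = 60 µM geldanamycin wells; inhibitors lower the luminescence because luciferase stays unfolded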
# Platelet DG rel: inhibitors of platelet dense granule secretion, primary screen, cell-based, MLPCN, human platelets; hit rate 0.22% among 300,000; inhibition, %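 (compounds screened at 7.5 µM in platelet-rich plasma)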; human platelet-rich plasma, SFLLRN dense granule ATP release, luminescence;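 active = mean replicate score, as percent of positive control, at or above 50; inconclusive = mean below 50 but at least one replicate at or above 50; inactive = mean and every replicate below 50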
# GSK3B inh: human GSK3beta kinase inhibitors, primary screen, biochemical, cell-free homogeneous, HTS; Glycogen synthase kinase-3 beta (Homo sapiens), P49841; activity score (negative = inhibition), % at 10 µM; AID 2097, 2009; hit rate 0.038% among 300,000; GST-GSK3beta kinase, ADP-Glo luminescence, 60 min; stronger effect = lower value;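 active = more than half of replicate wells score below -50%, meaning over 50% inhibition versus plate controls; inconclusive = some replicates but at most half score below -50%; inactive = no replicate scores below -50%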;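 note: 0% = median DMSO wells and -100% = median GW8510 positive control wells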
#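 Assay system: GST-fused GSK3beta enzyme, cell-free / Medium: Tris pH 7.5 buffer with MgCl2, DTT, BSA, heparin / Also added: peptide substrate plus 25 µM ATP (final) / Compound: 10 µM single point / Timing: kinase reaction with compound 60 min at room temperature / Detection: ADP-Glo luminescence / Benchmarks: DMSO neutral wells and GW8510 at 20 µM as positive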
# Starred values were filed as active, the others as inactive; i = inactive; ? = inconclusive; . = not tested or not shown. A portion of the library; rates above refer to the full screens.
SMILES,AI-2 QS mod,HSF1 inhib,Dyrk1A ADPGlo,HSF1 activator,HDAC3 inhib,PolyA inh,GSK3 alpha inh,HSP90 refold inh,Platelet DG rel,GSK3B inh
CCOC(=O)C(=O)N1CCN(CC)CC1,-3,-4,0,5,13,i,0,4,-2,1
CC1CC1c1ccc(/C=C(\C#N)C(=O)Nc2ccccc2Cl)o1 (stereo not drawn),8,12,-2,31,5,i,-1,2,-3,4
CCCC1=C(C(=O)OCC)C(c2cc(Cl)cc(OC)c2OCC(=O)OCC)NC(=O)N1 (stereo not drawn),11,.,-9,.,-3,.,-1,3,.,-24
c1ccc(CCc2nn3c(-c4ccncc4)nnc3s2)cc1,10,-40,8,-43,-2,i,15,-5,4,-3
NC(=O)c1c(NC(=O)CN2C(=O)NC(Cc3ccccc3)C2=O)sc2c1CCC2 (stereo not drawn),26,1,4,4,.,i,8,4,10,-6
Brc1ccccc1-c1cnco1,17,-1,-4,-6,-5,i,-1,3,-9,1
Cc1nn(C(C)C(=O)NCc2ccco2)c(C)c1[N+](=O)[O-] (stereo not drawn),13,0,1,-2,.,i,-1,-3,4,1
Nc1nc(SCC(=O)N2CCCc3ccccc32)n(-c2ccccc2)n1,4,1,-12,12,-2,i,3,-2,22,3
CCOc1ncccc1C(=O)OCC(=O)Nc1cc(S(=O)(=O)N2CCOCC2)ccc1C,7,-10,-7,7,-5,i,0,3,-13,2
CC(C)(C)OC(=O)NCCCC[C@H](NC(=O)c1nc[nH]c1C(=O)N1CCN(c2ccccc2)CC1)C(=O)OC(C)(C)C,13,7,11,3,12,i,-2,.,3,1
COc1ccc(/C=N\Nc2ccc([N+](=O)[O-])cc2)c(C(=O)O)c1OC,-4,-12,0,-25,10,i,-2,3,-2,-13
CC(C)Nc1cc(C(F)(F)F)nc(-c2ccccn2)n1,12,1,1,11,-4,i,-3,-4,6,2
CCC(CC)C(=O)N=C1SC2CS(=O)(=O)CC2N1CCc1ccc(OC)cc1 (stereo not drawn),26,-1,0,-17,-2,i,-1,7,9,4
CSc1ccc(/C=C/C(=O)N2CCCN(C)CC2)cc1,16,.,3,.,-12,i,-2,2,-3,4
COc1ccc(C2C(C#N)=C(N)Oc3cc(C)n(Cc4ccncc4)c(=O)c32)cc1 (stereo not drawn),14,-7,0,1,2,i,-1,1,3,5
N=c1c(S(=O)(=O)c2ccc(Br)cc2)cc2c(=O)n3ccccc3nc2n1Cc1ccccc1,17,1,-10,-5,-5,i,-2,-3,10,-1
COc1ccc(NC(=O)[C@@H](NC(N)=O)C(C)C)cc1Cl,10,-2,2,-3,-5,i,-4,-3,3,6
Cc1cccc(CS(=O)(=O)c2ncc(Cl)c(C(=O)NCc3ccccc3)n2)c1,16,346,-5,327*,1,i,0,4,8,-1
CC12CC(NC(=O)N1CCc1ccccc1)c1cc(Cl)ccc1O2 (stereo not drawn),29,8,5,-7,2,i,-2,1,6,1
CCNc1nc(-c2cc(C)n(Cc3ccco3)c2C)cs1,46,-3,-5,-3,3,i,-6,0,21,1
O=C(c1ccccc1)N(Cc1ccccc1)c1ccccn1,-4,1,2,-12,-1,i,0,1,4,-2
O=C(Nc1ccccc1F)c1ccc(-n2cncn2)nc1,-2,1,13,0,-2,i,0,3,14,-24
O=C(Nc1ccc(Oc2ccccc2)cc1)C1CCN(c2ncccn2)CC1,-3,-1,-1,0,-1,i,0,0,-6,-2
O=C(O)c1cc2c(cc1NC(=O)c1ccccc1OC(F)F)OCCCO2,5,1,0,8,2,i,-2,-4,2,0
C/C(=N\NC(N)=S)c1cccnc1,7,3,1,10,6,i,-1,4,11,-11
CC1=C(Sc2ccccn2)C(=O)NC(C)(C)C1,4,-9,2,-9,-4,i,0,-1,-3,-3
COc1ccc(N(CC(=O)N/N=C/c2cccs2)S(=O)(=O)c2ccccc2)cc1,8,-5,-3,16,-3,i,0,7,1,1
COC(=O)c1ccc(Nc2ccc3nonc3c2[N+](=O)[O-])cc1,14,-5,-4,6,1,i,3,-5,0,-1
Cn1cc(S(=O)(=O)Cc2ccc(F)cc2)c2ccccc21,18,3,2,1,0,i,1,-5,-3,2
CCc1nnc(NC(=O)C(=O)NCCOC(=O)c2ccccc2Cl)s1,34,.,1,.,-8,i,1,1,3,-2

# Structures above marked active in HSF1 activator.
SMILES,AI-2 QS mod,HSF1 inhib,Dyrk1A ADPGlo,HSF1 activator,HDAC3 inhib,PolyA inh,GSK3 alpha inh,HSP90 refold inh,Platelet DG rel,GSK3B inh
Cc1cccc(CS(=O)(=O)c2ncc(Cl)c(C(=O)NCc3ccccc3)n2)c1,16,346,-5,327*,1,i,0,4,8,-1

# A few values from the list:
# For Platelet DG rel, N=c1c(S(=O)(=O)c2ccc(Br)cc2)cc2c(=O)n3ccccc3nc2n1Cc1ccccc1 shows 10
# For GSK3B inh, COc1ccc(N(CC(=O)N/N=C/c2cccs2)S(=O)(=O)c2ccccc2)cc1 shows 1

# Following part
SMILES,AI-2 QS mod,HSF1 inhib,Dyrk1A ADPGlo,HSF1 activator,HDAC3 inhib,PolyA inh,GSK3 alpha inh,HSP90 refold inh,Platelet DG rel,GSK3B inh
O=C(CNC(=O)c1ccccc1Cl)c1ccccc1,19,13,-6,35,-7,i,-1,5,0,4
CCCCNS(=O)(=O)c1ccc2nc(SCC(N)=O)[nH]c2c1,13,5,-7,-10,.,i,-3,-1,0,-2
O=C(CC1Sc2ccccc2NC1=O)NCc1ccc(Cl)cc1 (stereo not drawn),24,4,-6,10,-4,i,-3,2,-1,1
NC(=O)C1CCN(C(=O)c2ccc3c(=O)n(Cc4ccco4)c(SCC(=O)c4ccc(F)cc4)nc3c2)CC1,21,0,.,9,-5,i,-1,1,14,4
O=C(NCC(c1cccs1)N1CCOCC1)C1CCN(S(=O)(=O)c2c(Cl)cccc2Cl)CC1 (stereo not drawn),17,1,6,-14,-6,i,0,.,4,2
O=C1Nc2ccccc2Oc2cc([N+](=O)[O-])cc(Oc3ccccc3)c21,1,-4,3,26,-3,i,-3,-2,-3,-1
Cc1ccc(CNS(=O)(=O)c2ccc(CN3C(=O)c4cccnc4C3=O)s2)o1,26,0,8,4,-4,i,.,-3,-7,1
N#C/C(=C(/O)CCl)c1nc2ccccc2[nH]1,16,5,-4,13,0,i,8,-3,8,-5
NC(=O)C1CCCc2c1n(Cc1ccccc1)c1ccccc21 (stereo not drawn),17,17,4,1,1,i,0,-4,-1,0
CCn1ncc(CN2CCN(C(=O)Nc3ccccc3C(=O)OC)CC2)c1C,24,0,-2,1,-6,i,0,-2,-4,2
COc1cc([N+](=O)[O-])ccc1N,9,-1,3,-14,15,i,-3,-1,11,0
CCOc1cccc(-c2nnc(SCC(=O)NC3CC3)n2C)c1,16,-2,-2,5,8,i,3,0,13,1
Cn1c(SCC(=O)c2ccc(O)cc2O)nnc1-c1ccccc1,11,3,1,25,6,i,0,1,10,0
COc1cc(/C=N/NC(=O)CSc2ccccn2)ccc1O,14,0,.,-8,13,i,2,-3,2,6
Cc1cccc(Nc2nc(N)nc(CN3CCC(C)CC3)n2)c1C,3,0,1,-9,-8,i,0,-1,-7,-3
C=CCNc1ccc(N2C(=O)CCCC2=O)cc1[N+](=O)[O-],1,5,-3,2,?,i,-1,-1,1,0
CCCCNC(=O)c1c(N)n(/N=C/c2ccccn2)c2nc3ccccc3nc12,16,-17,.,-12,-11,i,-2,-5,-2,1
COc1ccc(Nc2nc(=O)c3cc([N+](=O)[O-])ccc3s2)cc1,44,-1,-3,-8,.,i,.,-4,3,-1
CCc1ccccc1NC(=O)NNC(=O)c1ccc2ccccc2c1O,18,1,2,1,-5,i,-3,-4,-15,-2
COc1cccc(-n2nnnc2SCC(=O)NCCc2ccc(OC)c(OC)c2)c1,27,-2,0,1,3,i,-2,4,9,-1
CCn1c(SCc2ccc(C)cc2)nnc1-c1cnccn1,36,.,1,.,3,.,-1,1,-1,-4
O=[N+]([O-])c1cccc(/C=N/N2CCN(Cc3ccccc3)CC2)c1,5,11,-4,3,1,i,0,1,2,1
COC(=O)[C@H](Cc1ccccc1)NC(=O)NCCC1=CCCCC1,32,3,-2,11,.,i,.,2,-16,-3
Cc1nc(NC(=S)NC(=O)c2cncc(Br)c2)ccc1Br,12,8,-2,44,0,i,-1,-1,-18,2
CN(C)CCCN(C(=O)c1ccc(Br)s1)c1nc2cc3c(cc2s1)OCCO3,-10,-21,-1,-26,6,i,4,.,10,2
COc1cccc(C(=O)Nc2cc(S(=O)(=O)N3CCCCC3)ccc2OC)c1,18,0,-1,23,-9,i,0,-1,-6,0
O=C(Nc1nc2ccccc2[nH]1)c1ccc(Cl)c([N+](=O)[O-])c1,12,14,0,6,7,i,-1,-1,-2,3
Cn1nc(-c2ccccc2)c(-c2nc(-c3cccc(Cl)c3)no2)c1Cl,20,-3,0,-7,6,i,2,2,2,5
NC(=NC(=O)c1ccccc1)N1CCN(C(c2ccccc2)c2ccccc2)CC1,25,-12,.,-4,10,i,0,-1,5,0
CC(=O)c1sc(NC(=O)CCCOc2ccccc2C)nc1C,10,6,-4,35,2,i,0,-1,-3,0
O=C(O)C1Sc2[nH]c(=O)sc2C2c3ccc(O)cc3OC(=O)C12 (stereo not drawn),6,-7,31,-1,-14,.,26,-1,2,1
O=C(Nc1ccc(Oc2ccc(S(=O)(=O)N3CCOCC3)cn2)cc1)c1ccco1,24,-8,1,-14,2,i,-3,0,-1,-4
Cc1nnc(SCC(=O)Nc2ccc3c(c2)OCO3)o1,12,-1,-3,-2,10,i,2,1,4,-4
Nn1c(SCC(=O)Nc2ccc3c(c2)OCO3)nnc1C(F)(F)F,13,-4,-4,6,-2,i,6,-5,0,-3
COc1ccc(NC(=O)C2CCCN(S(=O)(=O)c3c(C)n[nH]c3C)C2)c(OC)c1 (stereo not drawn),23,-7,2,-2,1,i,2,0,5,-1
CN(c1ccccc1C(=O)Nc1ccc(S(=O)(=O)N2CCCC2)cc1)S(C)(=O)=O,25,-2,0,3,-1,i,0,8,-3,4
Cn1c(=O)c(=O)n(C)c2cc(S(=O)(=O)NCCc3ccccc3)ccc21,7,-2,25,-2,0,i,-2,0,-5,4
